# IMPase Li inh = IMPase inhibition in cells with lithium potentiation | CHO-M1 cells, IP1 TR-FRET (IP-One), carbachol + lithium | Potency, µM (titrated, usually from 59.4 µM), inactives show top-dose activity, negative = IMPase inhibition, hits mostly inhibitors | actives 0.35% (n = 210,000);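 also: IP1 builds up when IMPase is blocked and the TR-FRET signal falls; plate controls were basal vehicle for no effect and high inhibitor control for full effect; nearly all actives have a fitted effect of over 50% in size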
#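 CHO-M1, 2000 cells/well, 16–30 h culture; cpd + low Li+, 30 min 37C; lysis with d2-IP1/Eu-anti-IP1 Ab, 10 min RT; TR-FRET 665/620 ratio and 620 channel; AC50 via Hill.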
# NPSR antagonist = neuropeptide S receptor (human) antagonism, cAMP; AID 1461; Potency, µM (top dose mostly 38.3 µM), for inactives: at the highest dose activity change, negative = inhibition, actives largely listed as inhibitors; actives 1% (n = 220,000); Q6W5P4; CHO-NPSR cells, cAMP TR-FRET, antagonist mode; also: % is scaled to controls: 0 for no effect and ±100 for the full control effect; nearly all actives have a fitted effect of over 50% in size; many of its hits are not listed in these tables
# Target sequence (Q6W5P4 whole entry, looked up): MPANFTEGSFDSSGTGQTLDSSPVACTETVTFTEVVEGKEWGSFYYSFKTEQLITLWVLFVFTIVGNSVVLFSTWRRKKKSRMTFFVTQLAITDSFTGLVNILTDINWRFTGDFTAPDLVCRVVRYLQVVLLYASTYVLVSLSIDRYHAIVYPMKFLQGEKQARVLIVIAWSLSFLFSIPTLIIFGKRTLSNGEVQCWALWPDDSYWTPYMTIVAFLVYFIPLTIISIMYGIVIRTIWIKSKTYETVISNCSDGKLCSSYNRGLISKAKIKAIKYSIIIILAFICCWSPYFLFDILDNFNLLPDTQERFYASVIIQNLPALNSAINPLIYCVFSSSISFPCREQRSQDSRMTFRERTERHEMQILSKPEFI
# RECQ1 inh = inhibitors of human RECQ1 DNA helicase | RECQ1 DNA unwinding, red fluorescence kinetic read | Potency, µM (highest dose often 57.3 µM), for inactives: at the highest dose activity, negative = inhibition, usual class: inhibitors | actives 0.54% (n = 240,000);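 also: plate controls were vehicle for no effect and no enzyme for full effect; nearly all actives have a fitted effect of over 30% in size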
#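 RECQ1T1 50 nM; forked duplex (20 bp + 30-nt ss tails) 200 nM, ATP 2 mM final; pH 8.0, 2 mM MgCl2, 2.5 ug/ml poly(dI-dC); 15 min compound preincubation; discontinuous kinetic read over 2 h at RT.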
# RGS12 GoLoco inh = RGS12 GoLoco-Gai1 interaction inhibition. P63096. Gai1:RGS12 GoLoco peptide FP, rhodamine, 10 min. Potency, µM (titrated, usually from 61.6 µM), inactives show at the top dose activity, negative = inhibition, most hits filed as inhibitors. actives 0.44% (n = 230,000). AID 880; active = well fitted inhibition curve with a large enough effect, not every such curve was filed as active; inactive = no such curve, though single readings can be large or run the other way; also: % is scaled to controls: 0 for no effect and ±100 for the full control effect; nearly all actives have a fitted effect of over 30% in size; many of its hits are not listed in these tables
# Target sequence (P63096 whole entry, looked up): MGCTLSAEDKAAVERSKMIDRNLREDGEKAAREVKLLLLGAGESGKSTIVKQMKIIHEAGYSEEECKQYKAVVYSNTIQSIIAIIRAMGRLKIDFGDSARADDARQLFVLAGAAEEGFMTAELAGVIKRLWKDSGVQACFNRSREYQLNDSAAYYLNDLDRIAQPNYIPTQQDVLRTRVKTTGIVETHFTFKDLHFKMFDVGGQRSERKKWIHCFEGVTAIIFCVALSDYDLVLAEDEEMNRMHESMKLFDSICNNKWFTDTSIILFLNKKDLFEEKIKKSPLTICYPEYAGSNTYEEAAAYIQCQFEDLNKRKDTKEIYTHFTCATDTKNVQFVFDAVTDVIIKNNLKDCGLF
# Luc counter = Kinase-Glo luciferase inhibition (counter-screen). actives 0.28% (n = 200,000). Potency, µM (top dose mostly 38.3 µM), for inactives: at the top dose activity change, negative = inhibition, actives largely listed as inhibitors. Q27757. Kinase-Glo luciferase, ATP luminescence, 8 min; also: % is scaled to controls: 0 for no effect and ±100 for the full control effect; nearly all actives have a fitted effect of over 60% in size
#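 Recombinant Kinase-Glo luciferase, 10 uM ATP (linear range), luciferin; imidazole pH 7.2 / KCl / MgCl2 / Tween / BSA buffer; 8 min RT; luminescence.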
# SMN2 splice enh = SMN2 splice variant enhancement; HEK293 SMN2-luciferase splicing reporter, luminescence, 30-36 h; Potency, µM (series often up to 46.1 µM), for inactives: at the top dose activity change, positive = activation, usual class: activators; actives 2.8% (n = 210,000); AID 1458; also: % of control where 0% means no effect; nearly all actives have a fitted effect of over 55% in size
#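 HEK293 cells carry an SMN2 […]–luciferase reporter in which exon 7 inclusion puts luciferase in frame. Cells were plated 10-12 h before compound addition, then incubated 30-36 h at 37C. ONE-Glo luminescence was read; sodium butyrate at 4.5 mM final served as control.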
# JMJD2E inh = inhibitors of human JMJD2E histone demethylase; B2RXH2; JMJD2E catalytic domain, FDH-coupled NADH fluorescence (FDH is formaldehyde dehydrogenase); Potency, µM (doses to about 57.1 µM), for the others: at the highest dose activity change, negative = inhibition, actives largely listed as inhibitors; actives 1.6% (n = 230,000); active = well fitted inhibition curve with a large enough effect, not every such curve was filed as active; inconclusive = small, poorly fitted or top-dose-only effect, or another doubt; inactive = no such curve, though single readings can be large or run the other way;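 also: 0% = wells with enzyme and -100% = buffer wells without enzyme; nearly all actives have a fitted effect of over 50% in size; many of its hits are not listed in these tables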
# Target sequence (B2RXH2 1-337 limits assumed): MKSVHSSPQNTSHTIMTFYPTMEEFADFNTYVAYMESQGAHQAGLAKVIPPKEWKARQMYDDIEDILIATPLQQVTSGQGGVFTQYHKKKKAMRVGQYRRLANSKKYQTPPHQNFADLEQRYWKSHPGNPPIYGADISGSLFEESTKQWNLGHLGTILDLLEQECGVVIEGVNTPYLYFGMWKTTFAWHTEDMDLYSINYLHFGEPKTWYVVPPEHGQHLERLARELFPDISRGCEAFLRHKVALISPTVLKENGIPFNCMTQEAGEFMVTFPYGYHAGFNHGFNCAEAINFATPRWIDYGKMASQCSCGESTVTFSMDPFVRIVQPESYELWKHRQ
# Epigenetic reg = epigenetic control regulation, reporter derepression | murine LDR cells, GFP reporter derepression, 30 h | Potency, µM (doses to about 53.9 µM), for inactives: top-dose GFP activation, usual class: activators | actives 0.2% (n = 280,000); also: % of control where 0% means no effect; nearly all actives have a fitted effect of over 60% in size
#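 Readout is the number of GFP-expressing murine LDR cells, counted by cytometry following washing. Cells were treated with compound for 30 h at 37 C; the stably integrated CMV-GFP locus is normally silent.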
# * = called active by the depositor; i = inactive; ? = inconclusive; . = no result given; & = joins results of further samples; [ ] = remark or other dose. Unless noted, calls follow the shape of the dose curve; as a rule, active = well fitted curve in the direction sought with a large enough effect; inconclusive = small, poorly fitted or top-dose-only effect, or another doubt; inactive = no such curve, though single readings can be large; an effect the other way counts as inactive or inconclusive. Potency is read from the fitted curve at half-maximal effect. A portion of the library; rates above refer to the full screens.
SMILES,IMPase Li inh,NPSR antagonist,RECQ1 inh,RGS12 GoLoco inh,Luc counter,SMN2 splice enh,JMJD2E inh,Epigenetic reg
COc1cc2c(cc1OC)CN(C(=O)c1cc3ccccc3oc1=O)CC2,11%[38.3 µM],9%[46.1 µM],i,-1%,-6%,-3%,2%,-0.7%
Cc1cc2oc(=O)cc(CN3CCCc4ccccc43)c2cc1C,?,?,i,43%[activator],-3%,-10%,?,0.4%
COc1cc([N+](=O)[O-])cc(CN2CCCCC2)c1O,3%[38.3 µM],-15%[46.1 µM],-2%,0%,2%,-4%,-1%,-0.1%
CC(=O)N[C@H](CS)C(=O)O,6%,.,i,-3%,-6%,-8%,?,-1.3%
CCOc1ccc(C(C)=O)cc1CC(C(N)=O)C(N)=O,21%[38.3 µM],3%[46.1 µM],-4%,-6%,2%,-9%,0%,0.5%
C=CCn1c(Cc2csc(N)n2)nnc1SCC(=O)Nc1ccc(C(=O)OCC)cc1,6%,1%[46.1 µM],-1%,1%,2%,-30%,8%,-2.2%
O=C(C(Cl)Cl)N1c2ccccc2OCC1c1ccccc1 (stereo unspecified),6%,-22%[46.1 µM],-1%,-1%,0%,-68%,-14%,-0.9%
CCCCCCC(=O)NNC(=O)c1c(O)c2ccccc2n(CCC)c1=O,11%,-22%,7%,-2%,4%,-15%,1%,-2.7%
Cc1ccc(-n2nnnc2SCC(=O)Nc2c(C)n(C)n(-c3ccccc3)c2=O)cc1,-1%[38.3 µM],-10%[46.1 µM],i,-11%,12%,-25%,5%,-4.2%
COc1ccc(C(O)C2=CCCC2=O)cc1 (stereo unspecified),2%&16%,.,-7%&-6%,3%&-3%,-5%&1%,15%&3%,-6%&7%,-1.6%&1.1%
Cc1ccc(N(CC2CO2)S(=O)(=O)c2ccc(C)cc2)cc1 (stereo unspecified),3%,-12%,-3%,0%,-2%,.,7%,1.1%
C#CCOCCOCCOCCNc1nc(N2CCN(C(=O)C([C@@H](C)CC)n3cc(C(N)CO)nn3)CC2)nc(N2CCN(C(=O)[C@H](CCC(=O)O)n3cc(C(N)Cc4ccc(O)cc4)nn3)CC2)n1 (stereo partly specified),.,17%,i,2%,.,.,1%,0.0%
Cc1ccc2[nH]cc(C(=O)CCl)c2c1,4%,-58%,0%,3%,4%,.,0%,2.0%
Cn1cnnc1SC1c2cccc3cccc(c23)C1NS(=O)(=O)c1ccccc1 (stereo unspecified),-5%,-5%,-3%,10%,-1%,1%[1.84 µM],-3%,-0.9%
O=C(N/N=C/c1ccc(N2CCOCC2)s1)c1ccccc1Br,15%,-29%,-18%,17%,-2%,15%,-23%,-5.1%
CN(Cc1ccccc1)C(=O)CN1CCN(C(c2ccccc2)c2ccccc2)CC1,29%,-40%,i,16%,7%,1%,3%,-0.3%
COc1ccc2[nH]c(=O)c(CN(Cc3ccccc3)Cc3nnnn3CC3CCCO3)cc2c1 (stereo unspecified),-36%[38.3 µM],-30%[46.1 µM],-19%,-5%,0%,5%,?,-0.4%
Cc1ccc(NC(=O)c2cccc(NC(=O)CCC(=O)O)c2)cc1C,-5%,6%,-1%,3%,-3%,-5%,3%,1.1%
CN(Cc1cnn(C)c1)C(=O)CC1C(=O)NCCN1Cc1cccc(Oc2ccccc2)c1 (stereo unspecified),.,3%,-4%,-15%,.,.,-22%,-1.1%
O=C(C1CCC1)N1CCc2cc(S(=O)(=O)N3CCCCC3)ccc21,8%[38.3 µM],-13%[46.1 µM],-3%,-4%,1%,?,-3%,-1.1%
COc1ccc(CNC(=O)c2cnc(C)cn2)cc1,8%[38.3 µM],-13%[46.1 µM],-2%,-29%,-8%,-9%,-4%,4.6%
O=C(C1=C[C@H](c2coc3ccccc3c2=O)C[C@H](OCCCCO)O1)N1CCOCC1,-2%,-20%,?,-6%,.,.,2%,-0.8%
O=C(CN(c1ccc(F)cc1)S(=O)(=O)c1ccc2c(c1)OCCO2)NCc1cccnc1,15%[38.3 µM],-5%[46.1 µM],-6%,4%,17%,-17%,8%,-3.9%
Cn1c(=O)c(Sc2ccc(Cl)cc2)c(O)c2ccccc21,-24%,1%,9%,-1%,2%,-4%,?,1.1%
CCN(CC)c1ccc(NC(=O)c2cccc(OC)c2)c(C)c1,29%[38.3 µM],-20%[46.1 µM],2%,-18%,4%,?,0%,-1.1%
Cn1c(NC(=O)c2ccccc2)cc(=O)n(C)c1=O,12%[38.3 µM],-12%[46.1 µM],-6%,2%,2%,4%,7%,2.9%
COCCn1c(=N)c(C(=O)NCCc2ccc(OC)cc2)cc2c(=O)n3cccc(C)c3nc21,26%[38.3 µM],-4%[46.1 µM],-6%,6%,-2%,-17%,?,1.7%
CC(=O)Nc1ccc(C(=O)N/N=C/c2ccccc2OCc2ccccc2)cc1,10%,-24%,-6%,4%,0%,2%,?,1.9%
CSc1cc(C)n(-c2ccc(Cl)cc2)c(=S)c1C(C)=O,1%[38.3 µM],-10%[46.1 µM],-13%,-1%,-1%,9%,-8%,0.6%
CCOC(=O)C1CCCN(C(=O)c2cc(=O)c3ccccc3o2)C1 (stereo unspecified),35%[activator][38.3 µM],8%[46.1 µM],1%,-2%,-4%,-10%,1%,0.0%
COc1cccc(C(=O)NCC(=O)OCC(=O)Nc2ncc(Cl)cc2Cl)c1,-8%,1%,-7%,22%,-4%,4%,-10%,0.0%
Cc1cc(C)c2oc(C(=O)N(Cc3cccs3)C3CCS(=O)(=O)C3)cc(=O)c2c1 (stereo unspecified),.,-6%,-5%,11%,.,.,-21%,7.7%
Cc1ccc(NC(=O)c2cc3ccccc3o2)cc1S(=O)(=O)N(C)C,11%[38.3 µM],-9%[46.1 µM],-3%,-3%,-3%,13µM*,16%,-1.6%
COC(=O)c1ccccc1NC(=O)CN1C(=O)C2CCCN2c2ncc(Cl)cc21 (stereo unspecified),-14%,-20%[46.1 µM],i,61%[activator],2%,-1%,?,-0.9%
Cc1c2cccn2cc[n+]1C,53%[activator][38.3 µM],0%[46.1 µM],9%,8.9µM*,2%,12%,?,5.5%
CCC(CC)c1nnc(NC(=O)c2ccc(S(=O)(=O)N3CCc4ccccc4C3)cc2)s1,5%,-13%,0%,-20%,2%,-18%,-4%,-1.9%
Cc1cc(C)c(S(=O)(=O)c2ccc(Cl)cc2)c(Cl)n1,-1%,-10%,-2%,-5%,1%,-16%,3%,-0.3%
CCOc1cc(/C=N/N=C(\N)c2nonc2N)cc(Br)c1OCc1cccc2ccccc12,42%[38.3 µM],-6%[46.1 µM],i,7%,-1%,-28%,-2%,16%
O=C(Nc1ccccc1C(=O)N1CCOCC1)c1ccc(CSc2ccccc2)cc1,1%,-8%,i,-1%,1%,-2%,-8%,1.2%
COc1ccc(C(=O)/C=C/c2ccccc2C(F)(F)F)cc1,7%[38.3 µM],-20%[46.1 µM],-11%,1%,-3%,-9%,11%,1.1%
CC(C)NC(=O)/C=C/C(=O)O,1%,10%,i,-2%,-3%,0%,-6%,1.1%
CCOc1ccc(/C=N/NC(=S)NC2CC3C=CC2C3)cc1 (stereo unspecified),.,52%,-20%,5%,.,.,-4%,0.5%
CCCCOc1ccc(CNC(=O)NS(=O)(=O)c2ccc(OCC(C)C)cc2)cc1,12%[38.3 µM],-18%[46.1 µM],-9%,3%,-3%,6%,9%,-0.2%
O=C(CN1C2CCCC1CC(NC(=O)c1ccccc1)C2)Nc1nccs1 (stereo unspecified),8%,-14%[46.1 µM],-14%,-10%,-1%,-23%,5%,0.0%
O=C(CSc1nc(O)c(Cc2ccccc2)c(=O)[nH]1)Nc1nc2c(s1)CCCC2,3%,-16%,-13%,9%,2%,8%,8%,5.2%
CCN1CCC(=NNC(=O)CC23CC4CC(CC(C4)C2)C3)CC1,4%[38.3 µM],5%[46.1 µM],-12%,-6%,-1%,7%,46%[activator],-1.0%
Oc1ccc(/C(Cc2ccc3ccccc3n2)=N\Nc2ccccc2)c(O)c1,2%,-41%,i,11%,.,.,-5%,-0.4%
COc1cc(SC)ccc1C(=O)OCC(=O)NC1CCCCC1,-4%,-3%,i,6%,0%,-10%,-23%,-0.4%
Cc1nc(S(=O)(=O)N(C)Cc2ccccc2)c(C#N)c(C)c1Cl,-21%[38.3 µM],-13%[46.1 µM],-10%,12%,5%,-18%,0%,-0.9%
CC(SCc1ccccc1)C(=O)N/N=C/c1cc2c(cc1Br)OCO2 (stereo unspecified),9%[38.3 µM],-10%[46.1 µM],-16%,8%,2%,-15%,3%,-3.2%

# More compounds:
SMILES,IMPase Li inh,NPSR antagonist,RECQ1 inh,RGS12 GoLoco inh,Luc counter,SMN2 splice enh,JMJD2E inh,Epigenetic reg
O=C(NCCN1CCOCC1)c1ccc2c(c1)N(Cc1ccccc1)CCS2,3%[38.3 µM],-4%[46.1 µM],-4%,5%,2%,-21%,?,0.8%
Cc1ccc(CNC(=O)CSCC(=O)O)cc1,16%[38.3 µM],-2%[46.1 µM],i,11%,-3%,-9%,-2%,1.0%
CC(=O)NNC1=Nc2ccccc2N(C)C(C)C1 (stereo unspecified),-8%,7%,-3%,3%,12%,24%,7%,4.5%
Cc1cc2occ(CC(=O)Nc3nnc(C4CC4)s3)c2cc1C,?,-19%[46.1 µM],-3%,37%[activator],-5%,1%,0%,-3.5%
CSc1nncn1/N=C/c1ccc2c(c1)OCO2,0%[38.3 µM],-7%[46.1 µM],-5%,-2%,-2%,26%,?,-0.4%
COc1ccc2[nH]c(=O)c(CN(Cc3ccc4c(c3)OCO4)C(C)=O)cc2c1,-6%[38.3 µM],-17%[46.1 µM],3%,7%,1%,-7%,?,2.1%
CC1Cc2ccccc2N1C(=O)COc1nc2ccccc2nc1N1CCOCC1 (stereo unspecified),25µM*,-27%[46.1 µM],-17%,12%,7%,-10%,1%,-0.8%

# Sorted by the number under NPSR antagonist (falling): three from the list above.
canonical_smiles	IMPase Li inh	NPSR antagonist	RECQ1 inh	RGS12 GoLoco inh	SMN2 splice enh	JMJD2E inh
CC(C)NC(=O)/C=C/C(=O)O	1%	10%	i	-2%	0%	-6%
Cc1cc(C)c2oc(C(=O)N(Cc3cccs3)C3CCS(=O)(=O)C3)cc(=O)c2c1 (stereo unspecified)	.	-6%	-5%	11%	.	-21%
CN(Cc1ccccc1)C(=O)CN1CCN(C(c2ccccc2)c2ccccc2)CC1	29%	-40%	i	16%	1%	3%

# Source: PubChem BioAssay
